OX1R antag-1 = blocks the human orexin 1 receptor | O43613 | inhibition, % at 5 µM | 330,000 compounds, 0.43% hits | CHO/OX1R cells, Fluo-8 calcium fluorescence, orexin A | AID 434989;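 active means inhibition above its plate's threshold, mean inhibition of all tested compounds on the plate plus 3 SD, cut at about 37% in these data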;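 further: 0% = orexin A challenge wells and 100% = SB-334867-A antagonist wells; not every result past the cut was called active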
Target sequence (O43613 whole entry, looked up): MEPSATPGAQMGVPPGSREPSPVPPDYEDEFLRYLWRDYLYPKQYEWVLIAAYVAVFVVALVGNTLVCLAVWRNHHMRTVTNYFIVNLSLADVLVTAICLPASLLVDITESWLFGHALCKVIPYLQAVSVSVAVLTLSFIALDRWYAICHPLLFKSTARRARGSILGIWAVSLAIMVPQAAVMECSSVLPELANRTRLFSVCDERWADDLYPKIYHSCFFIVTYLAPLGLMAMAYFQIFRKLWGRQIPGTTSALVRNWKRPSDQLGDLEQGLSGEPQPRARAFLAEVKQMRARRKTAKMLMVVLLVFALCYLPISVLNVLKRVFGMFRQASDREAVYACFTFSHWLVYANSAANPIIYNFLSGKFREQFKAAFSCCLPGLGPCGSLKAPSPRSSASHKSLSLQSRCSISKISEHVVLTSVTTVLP
OX1R antag-2 = OX1R (human) antagonism; 330,000 compounds, 1.8% hits; O43613; OX1R-expressing cells, FRET antagonist read-out; inhibition, % at 6.6 µM; AID 485270; in the data active means inhibition mostly above about 38%, no sharp cut-off; inactive means mostly below about 40%;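 further: 0% = agonist challenge alone and 100% = reference antagonist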
* hit, by the source's call.

How did Cc1cccc(NC(=O)CSc2nnc(-c3ccccc3)n2N)c1C do in these assays?
OX1R antag-1: -23; OX1R antag-2: 7

How did COC(=O)CC1C(=O)NCCN1C(=O)c1sc2ccccc2c1Cl (configuration not stated) do in these assays?
OX1R antag-1: -20; OX1R antag-2: 29

How did Cc1nn(C)c(C)c1NC(=O)Nc1cccc(C(F)(F)F)c1 do in these assays?
OX1R antag-1: -7; OX1R antag-2: 33

How did Cc1ccccc1NC(=O)CSc1ccsc1[N+](=O)[O-] do in these assays?
OX1R antag-1: -21; OX1R antag-2: 32

How did COc1ccc(CCn2c(=N)c(S(=O)(=O)c3ccc(Cl)cc3)cc3c(=O)n4ccccc4nc32)cc1 do in these assays?
OX1R antag-1: -26; OX1R antag-2: 16

Results for CN(CC(=O)Nc1ccc(F)cc1)CC(=O)N1CCCC1 ?
OX1R antag-1: -19; OX1R antag-2: -1

Results for O=c1[nH]c2cccnc2n1Cc1ccccc1 ?
OX1R antag-1: -15; OX1R antag-2: 10

Results for Cc1cc(-c2ccc(Br)cc2)n[nH]1 ?
OX1R antag-1: -15; OX1R antag-2: 9

Results for COc1ccc(CC(=O)Oc2ccc(C(C)C)cc2)cc1S(=O)(=O)N1CCOCC1 ?
OX1R antag-1: -16; OX1R antag-2: 15

How did Cc1cccc(C)c1Nc1nc2ccccc2o1 do in these assays?
OX1R antag-1: -14; OX1R antag-2: 21

Results for CC(C)(C)NC(=O)NC12CC3CC(CC(C3)C1)C2 ?
OX1R antag-1: -2; OX1R antag-2: 7

Results for CC(C)(C)c1ccc(C(=O)NNc2cc(N3CCCCC3)nc(N3CCCCC3)n2)cc1 ?
OX1R antag-1: -2; OX1R antag-2: 23

How did COc1ccc2[nH]c(=O)c(CN(C(=O)c3cccnc3)c3ccc(C)cc3)cc2c1 do in these assays?
OX1R antag-1: -27; OX1R antag-2: 31

What do the screens show for `COc1cc(CC(=O)OCc2ccccc2F)cc(OC)c1OC`?
OX1R antag-1: -36; OX1R antag-2: 11

How did Cc1nc2c(C)cccn2c1C(=O)c1ccccc1 do in these assays?
OX1R antag-1: -22; OX1R antag-2: 0

Results for S=C(Nc1ccccc1)N1CCn2cccc2C1c1cccnc1 (configuration not stated) ?
OX1R antag-1: 0; OX1R antag-2: 11

How did O=C(CCn1c(=O)[nH]c2ccsc2c1=O)N1CCc2ccccc2C1 do in these assays?
OX1R antag-1: -10; OX1R antag-2: 12

How did CC1(C(=O)NC(=S)N(Cc2ccccc2)c2ccccn2)CC1(Cl)Cl (configuration not stated) do in these assays?
OX1R antag-1: -8; OX1R antag-2: -1

How did CCOC(=O)NN1C(=O)c2ccccc2NC1C (configuration not stated) do in these assays?
OX1R antag-1: 5; OX1R antag-2: 38

Results for CC1=NN(c2ccc(Cl)c(C(=O)O)c2)C(=O)C1 ?
OX1R antag-1: 6; OX1R antag-2: 31

Results for Cc1cc(C(=O)NP(=O)(N2CC(C)OC(C)C2)N2CC(C)OC(C)C2)c(C)n1C1CC1 (configuration not stated) ?
OX1R antag-1: -25; OX1R antag-2: 21

What do the screens show for `CCCCCCC(=O)Nc1c2c(nc3ccccc13)N(C)CC2`?
OX1R antag-1: -31; OX1R antag-2: 28

How did CC1(C)OC(=O)C(=CNc2ncccn2)C(=O)O1 do in these assays?
OX1R antag-1: -19; OX1R antag-2: 4

What do the screens show for `COCCCNC(=O)Cn1c(=O)n(CCCCCC(=O)Nc2ccccc2)c(=O)c2sccc21`?
OX1R antag-1: -8; OX1R antag-2: 2

How did O=C(Nc1cccc(C(F)(F)F)c1)C1CC(=O)N(CCc2ccccc2)C1 (configuration not stated) do in these assays?
OX1R antag-1: -29; OX1R antag-2: 7

What do the screens show for `COc1ccc(-c2cc(C(=O)NCCN3CCOCC3)c3ccccc3n2)cc1OC`?
OX1R antag-1: -19; OX1R antag-2: 11

How did CS(=O)(=O)N1CCN(Cc2ccccc2C(F)(F)F)CC1 do in these assays?
OX1R antag-1: -3; OX1R antag-2: 9

How did CCCN1CCN(CC(=O)Nc2nncs2)CC1 do in these assays?
OX1R antag-1: -15; OX1R antag-2: 6

Results for C[C@@H](C(=O)Nc1ccc2ccccc2c1)[C@@H]1C[C@@]1(C)[C@@H](NC(=O)c1cccnc1)c1ccccc1 ?
OX1R antag-1: -21; OX1R antag-2: 39

How did CN1CCN(/N=C/c2nc(-c3ccc(Cl)cc3)n3ccccc23)CC1 do in these assays?
OX1R antag-1: -29; OX1R antag-2: 18

Results for CCCCOC(=O)Nc1ccc(N(C)C)cc1 ?
OX1R antag-1: -4; OX1R antag-2: 18

What do the screens show for `O=C(/C=C/c1ccc(Cl)cc1Cl)N1CCN(c2ccc([N+](=O)[O-])c(N3CCOCC3)c2)CC1`?
OX1R antag-1: -27; OX1R antag-2: 16

What do the screens show for `COc1ccc(NC(=O)c2ccccc2Oc2ccccc2)cc1`?
OX1R antag-1: -28; OX1R antag-2: 4

Results for CCCCn1c(N)c(N(CCOC)C(=O)c2ccc(S(=O)(=O)N3CCCCCC3)cc2)c(=O)[nH]c1=O ?
OX1R antag-1: -9; OX1R antag-2: 4

How did O=C(CSC1=NS(=O)(=O)c2cc(F)ccc2N1)Nc1ccccc1 do in these assays?
OX1R antag-1: -3; OX1R antag-2: 13

How did Cc1ccc(C)c(CS(=O)(=O)c2cn(CC(=O)N3CCCCC3)c3ccccc23)c1 do in these assays?
OX1R antag-1: -36; OX1R antag-2: 22

How did COc1c(NC(C)=O)c2ccccc2c2ccccc12 do in these assays?
OX1R antag-1: -11; OX1R antag-2: 11

Results for CCSc1nsc(NC(=O)Nc2cccc(OC)c2)n1 ?
OX1R antag-1: 29; OX1R antag-2: 52*

How did COn1c(=O)c(-c2ccc(C)cc2)[n+]([O-])c2ccccc21 do in these assays?
OX1R antag-1: -16; OX1R antag-2: 33

Results for CCOC(=O)c1ccc2c(c1)nc(SCC(=O)N1CCCCC1)n2CC ?
OX1R antag-1: -41; OX1R antag-2: -1

How did C=CC(C)n1c(Br)nc2c1c(=O)[nH]c(=O)n2C (configuration not stated) do in these assays?
OX1R antag-1: 0; OX1R antag-2: 4

Results for NC(N)=NC(N)=Nc1cccc2ccccc12 ?
OX1R antag-1: -2; OX1R antag-2: 38

How did COc1ccc(S(N)(=O)=O)cc1C(=O)NCCCN1CCN(c2ccccc2OC)CC1 do in these assays?
OX1R antag-1: -4; OX1R antag-2: 8

Results for Cc1cccc(N(C(=O)CCC(=O)Nc2cc(C)on2)C(C(=O)NC2CCCC2)c2ccc(C)o2)c1 (configuration not stated) ?
OX1R antag-1: -31; OX1R antag-2: 11

How did O=C(Nc1ccccc1F)N1CCC(NC(=O)C23CC4CC(CC(C4)C2)C3)CC1 do in these assays?
OX1R antag-1: -9; OX1R antag-2: 18

In the list so far, these have bromine:
Results for Cc1cc(-c2ccc(Br)cc2)n[nH]1 ?
OX1R antag-1: -15; OX1R antag-2: 9

How did C=CC(C)n1c(Br)nc2c1c(=O)[nH]c(=O)n2C (configuration not stated) do in these assays?
OX1R antag-1: 0; OX1R antag-2: 4

The listing continues:
What do the screens show for `NC(=O)c1ccc(Cn2c(C(=O)c3ccc(Cl)cc3)c3ccccc3[n+]2[O-])cc1`?
OX1R antag-1: -8; OX1R antag-2: 27

What do the screens show for `CC(C)(C)C(=O)C[n+]1ccccc1`?
OX1R antag-1: 2; OX1R antag-2: 1

How did O=C(Nc1ccc(F)cc1)c1cccnc1N1CCOCC1 do in these assays?
OX1R antag-1: 4; OX1R antag-2: 28

Results for O=C(CCCSc1nc2ccccc2c(=O)[nH]1)c1ccccc1 ?
OX1R antag-1: 10; OX1R antag-2: 30

Results for Cc1nc(SCc2ccc(F)cc2)n[nH]1 ?
OX1R antag-1: -2; OX1R antag-2: -3

What do the screens show for `Cc1ccc(OCC(=O)NNC(=O)C2CCCO2)c(C)c1` (configuration not stated)?
OX1R antag-1: -17; OX1R antag-2: 14

Results for O=C1c2oc3ccccc3c(=O)c2C(c2ccccn2)N1Cc1ccccc1 (configuration not stated) ?
OX1R antag-1: -21; OX1R antag-2: 35

What do the screens show for `CCOC(=O)C1CCN(C(=O)CCNS(=O)(=O)c2ccc(C)cc2)CC1`?
OX1R antag-1: 6; OX1R antag-2: 0

What do the screens show for `O=C(c1cnc(-c2ccc(Cl)cc2)s1)c1ccc(Cl)cc1Cl`?
OX1R antag-1: -6; OX1R antag-2: 7

Results for Cc1occc1C(=O)NNS(=O)(=O)c1ccc(Cl)cc1 ?
OX1R antag-1: -2; OX1R antag-2: 7

What do the screens show for `COCCNC(=O)/C(C#N)=C/c1ccc(OCc2ccccc2)cc1`?
OX1R antag-1: 0; OX1R antag-2: 11

How did CCOC(=O)CN[C@H]1CCC2C3CC=C4C[C@@H](O)CC[C@]4(C)C3CC[C@@]21C (some centres not stated) do in these assays?
OX1R antag-1: -17; OX1R antag-2: 7

How did Fc1cccc(NC(=S)NCc2cccnc2)c1 do in these assays?
OX1R antag-1: 5; OX1R antag-2: 6

How did COc1ccc2c(C)cc(N3CCN(c4ccc(F)cc4)CC3)nc2c1 do in these assays?
OX1R antag-1: -26; OX1R antag-2: 11

Results for Cc1c(NC(=S)NC(NC(=O)C(C)(C)C)C(Cl)(Cl)Cl)c(=O)n(-c2ccccc2)n1C (configuration not stated) ?
OX1R antag-1: -21; OX1R antag-2: 11

6 entries drawn at random from the list so far, as already listed:
How did O=C(Nc1ccccc1F)N1CCC(NC(=O)C23CC4CC(CC(C4)C2)C3)CC1 do in these assays?
OX1R antag-1: -9; OX1R antag-2: 18

How did Cc1ccccc1NC(=O)CSc1ccsc1[N+](=O)[O-] do in these assays?
OX1R antag-1: -21; OX1R antag-2: 32

Results for COc1ccc(CC(=O)Oc2ccc(C(C)C)cc2)cc1S(=O)(=O)N1CCOCC1 ?
OX1R antag-1: -16; OX1R antag-2: 15

How did COc1ccc(CCn2c(=N)c(S(=O)(=O)c3ccc(Cl)cc3)cc3c(=O)n4ccccc4nc32)cc1 do in these assays?
OX1R antag-1: -26; OX1R antag-2: 16

Results for Cc1cc(-c2ccc(Br)cc2)n[nH]1 ?
OX1R antag-1: -15; OX1R antag-2: 9

Results for CC(C)(C)NC(=O)NC12CC3CC(CC(C3)C1)C2 ?
OX1R antag-1: -2; OX1R antag-2: 7

(continued)
How did CN(Cc1nc2ccccc2c(=O)[nH]1)C(=O)c1cc(C2CC2)nn1-c1ccccc1 do in these assays?
OX1R antag-1: -26; OX1R antag-2: 8

Results for COc1cc(CN(C)Cc2ccccc2)cc(OC)c1O ?
OX1R antag-1: 0; OX1R antag-2: 17

How did O=C(O)CCCC(=O)Nc1ccc(Oc2ncnc3cc(Cl)ccc23)nc1 do in these assays?
OX1R antag-1: -6; OX1R antag-2: 10

Results for COc1ccccc1NCC(=O)c1ccc(C)c(C)c1 ?
OX1R antag-1: -13; OX1R antag-2: 9

How did CN(C)c1ccc(-c2sc(Nc3ccccc3)n[n+]2-c2ccc(F)cc2)cc1 do in these assays?
OX1R antag-1: -14; OX1R antag-2: 4

Results for Cc1ccc(C(c2cc(Cl)c3cccnc3c2O)N2CCN(C)CC2)cc1 (configuration not stated) ?
OX1R antag-1: 12; OX1R antag-2: 16

How did O=C(Cn1cc(C(=O)c2ccco2)c2ccccc21)Nc1ccccc1 do in these assays?
OX1R antag-1: 0; OX1R antag-2: 17

Results for CC(C)(C)c1ccc(Oc2cccc(C3CC(=O)C(C4NCCc5ccccc54)C(=O)C3n3cncn3)c2)cc1 (configuration not stated) ?
OX1R antag-1: -14; OX1R antag-2: 8

How did CC(C(=O)OCC(=O)Nc1cccc(S(=O)(=O)N2CCOCC2)c1)N1C(=O)c2ccccc2C1=O (configuration not stated) do in these assays?
OX1R antag-1: -21; OX1R antag-2: 9

Results for CCCc1cc(NCCN(C)C)n2c(nc3ccccc32)c1C#N ?
OX1R antag-1: -20; OX1R antag-2: 9

How did CN(C)S(=O)(=O)c1cccc(C(=O)OCC(=O)NCc2ccc3c(c2)OCO3)c1 do in these assays?
OX1R antag-1: -10; OX1R antag-2: 8

How did Cc1c(-c2nn(C)c(=O)c3ccccc23)oc2ccc(F)cc2c1=O do in these assays?
OX1R antag-1: -12; OX1R antag-2: 24

Results for CCOc1ncccc1C(=O)OCC(=O)N1CCN(S(=O)(=O)c2ccccc2)CC1 ?
OX1R antag-1: -19; OX1R antag-2: 15

Results for COc1cc(C(=O)NCc2ccccc2)cc(Br)c1OC ?
OX1R antag-1: -34; OX1R antag-2: 23

How did N#Cc1ccc(C(=O)Nc2cc(C3CC3)nn2-c2ccccc2)cc1 do in these assays?
OX1R antag-1: -25; OX1R antag-2: 32

What do the screens show for `CC1Cc2ccccc2N1C(=O)CNc1ccccc1N1CCCCC1` (configuration not stated)?
OX1R antag-1: -12; OX1R antag-2: 14

How did Cc1cc(C)n(-c2ccc(C(F)(F)F)cc2[N+](=O)[O-])n1 do in these assays?
OX1R antag-1: -7; OX1R antag-2: 6

How did CCCN(C(=O)COC(=O)c1[nH]c(C)c(C(=O)OC)c1C)c1c(N)n(Cc2ccccc2)c(=O)[nH]c1=O do in these assays?
OX1R antag-1: -21; OX1R antag-2: 9

What do the screens show for `COc1ccccc1N1CCN(CC(C)N(C(=O)C2CCCCC2)c2ccccn2)CC1` (configuration not stated)?
OX1R antag-1: -12; OX1R antag-2: 4

How did CCN(C(=O)COC(=O)c1cn(-c2ccccc2)nc1-c1ccccc1)C1CCS(=O)(=O)C1 (configuration not stated) do in these assays?
OX1R antag-1: -17; OX1R antag-2: -1

How did O=C(CCC1CCCCC1)Nc1cccnc1 do in these assays?
OX1R antag-1: -16; OX1R antag-2: 11

Results for CCCCCCCCCCCCC(NC(C)=O)(C(=O)OCC)C(=O)OCC ?
OX1R antag-1: -6; OX1R antag-2: 4

Results for COc1ccc(S(=O)(=O)NCC2CCCN(C(=O)C=C(C)C)C2)cc1 (configuration not stated) ?
OX1R antag-1: -22; OX1R antag-2: 6

This is a random part of the collection; 2% or so of the library scored in one or more.
